PLCb3 inh: PLC-beta3 (human) inhibition, primary screen; Purified PLC-beta3, fluorogenic substrate, fluorescence; inhibition, % at 12.2 µM; 370,000 compounds, 0.18% hits; AID 720704; in the data active = inhibition above about 11%;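 also: 0% = median of compound wells on plate and 100% = full blocker control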
SMARCA2 act: SMARCA2 function activation, primary screen; 370,000 compounds, 1% hits; MG213 cells, MMTV-luciferase reporter, dexamethasone, overnight; activation, % at 9.1 µM; in the data active = activation above about 7.8%;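 also: 0% = vehicle wells and 100% = reference activator wells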
ssDAF-12 act: S. stercoralis DAF-12 activation, primary screen. HEK293 ssDAF-12/GRIP1 lit1-tk-luc reporter, luminescence; % of 3 µM dafachronic acid response. activation, % at 6.8 µM. 370,000 compounds, 1% hits;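 active = activation above the mean over all tested compounds plus 3 SD, cut at about 0.9% in these data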;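 also: 0% = DMSO-only wells and 100% = 3 µM delta7-dafachronic acid wells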
PG9 Ab binder: binds the HIV-1 gp120 antibody PG9 | 360,000 compounds, 0.43% hits | TR-FRET gp120-PG9 antibody binding | AID 624416 | inhibition, % at 6.7 µM; in the data active = inhibition above about 8.5%
hgDAF12 agonist: agonists of H. glycines DAF-12 nuclear receptor. activation, % at 6.8 µM. 370,000 compounds, 1.8% hits. AID 687014. HEK293 GAL4-hgDAF12 UAS-luciferase reporter, agonist luminescence; normalized to butyrate control;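 active = activation above a cutoff set at the mean of all screened compounds plus 3 SD, cut at about 10% in these data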;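 also: 0% = DMSO wells and 100% = sodium butyrate wells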
FXN GAA850 act: increases GAA850 frataxin promoter reporter activity. HEK293 lucGAA850 FXN promoter luciferase reporter, 24 h; percent of 10 µM SAHA response. activation, % at 6 µM. 360,000 compounds, 0.56% hits;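 active = activation above the average of all compounds screened plus 3 SD, cutoff fixed separately per campaign, cut at about 7.5% in these data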;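 also: 0% = DMSO wells and 100% = 10 µM SAHA wells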
Rev-erbA mod: modulators of human Rev-erb alpha DNA binding. activity, % at 10 µM. 370,000 compounds, 0.79% hits. AID 1259318. Rev-erbα–FITC-DNA binding, fluorescence polarization, 90 min;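 active = activity above about 14%, limit read from the data; passing the limit was not always enough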;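 also: 0% = DMSO wells with 35 nM protein and 100% = DMSO wells with 750 nM protein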
HGIII-sPLA2 inh: Inhibits HGIII-sPLA2 liposome hydrolysis, primary screen; 370,000 compounds, 0.56% hits; Q9NZ20; inhibition, % at 12.2 µM; QFRET BODIPY PC-A2 liposome hydrolysis, fluorescence;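 active = inhibition above mean plus 3 SD of compounds lying within the high and low control bounds, cut at about 19% in these data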;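 also: 0% = median of test compound wells and 100% = no enzyme DMSO wells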
Target sequence (Q9NZ20 whole entry, looked up): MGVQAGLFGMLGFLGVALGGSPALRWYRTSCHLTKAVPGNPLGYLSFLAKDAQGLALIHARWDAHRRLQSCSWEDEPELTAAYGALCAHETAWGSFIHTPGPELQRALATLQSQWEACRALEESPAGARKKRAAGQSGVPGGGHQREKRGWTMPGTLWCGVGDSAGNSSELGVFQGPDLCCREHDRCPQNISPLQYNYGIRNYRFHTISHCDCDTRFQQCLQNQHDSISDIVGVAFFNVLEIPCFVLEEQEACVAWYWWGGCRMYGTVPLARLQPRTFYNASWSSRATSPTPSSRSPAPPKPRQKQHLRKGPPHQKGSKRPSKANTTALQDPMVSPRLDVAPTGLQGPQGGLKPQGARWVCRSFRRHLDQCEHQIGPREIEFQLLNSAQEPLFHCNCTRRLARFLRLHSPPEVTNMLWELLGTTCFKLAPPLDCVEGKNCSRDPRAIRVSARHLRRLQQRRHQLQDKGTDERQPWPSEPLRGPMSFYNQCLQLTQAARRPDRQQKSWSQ
DAX1 inh-1: blocks DAX1 repression of SF-1 activated StAR promoter; HEK293T StAR-luciferase reporter, SF-1/DAX-1 repression relief; inhibition, % at 6.8 µM; 370,000 compounds, 1.1% hits; AID 652010;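 active = inhibition above the mean over all tested compounds plus 3 SD, cut at about 3.6% in these data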;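 also: 0% = DAX-1 cells with DMSO and 100% = cells lacking DAX-1 with DMSO; higher inhibition means more luminescence from relief of DAX-1 repression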
hcDAF-12 act: activators of H. contortus DAF-12 nuclear receptor; 370,000 compounds, 1.4% hits; HEK293 hcDAF-12 lit1-tk-luc reporter, luminescence; 0% DMSO, 100% Δ7-dafachronic acid; activation, % at 6.8 µM; AID 652067;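 active = activation above the mean of all tested compounds plus 3 SD, cut at about 5.5% in these data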;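 also: 100% = response to 3 µM Δ7-dafachronic acid high control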
DAX1 inh-2: inhibitors of human orphan nuclear receptor DAX1 (NR0B1); AID 504766; inhibition, % at 6.75 µM; HEK293 Gal4-DAX1 luciferase reporter, luminescence; P51843; 340,000 compounds, 0.99% hits;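 active = inhibition above the mean over all tested compounds plus 3 SD, cut at about 4.2% in these data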;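 also: 0% = DAX1-transfected cells with DMSO and 100% = empty-vector control cells with DMSO; inhibition shows as a rise in luminescence from relieved DAX1 repression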
Target sequence (P51843 207-470 limits assumed): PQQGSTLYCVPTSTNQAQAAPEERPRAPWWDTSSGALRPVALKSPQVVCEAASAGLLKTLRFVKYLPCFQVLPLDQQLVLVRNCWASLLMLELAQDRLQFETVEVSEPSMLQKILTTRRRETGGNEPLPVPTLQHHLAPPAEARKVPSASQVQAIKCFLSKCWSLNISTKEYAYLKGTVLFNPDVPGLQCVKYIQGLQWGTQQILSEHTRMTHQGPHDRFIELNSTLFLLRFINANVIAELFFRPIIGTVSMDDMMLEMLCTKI
Active calls of the source: *; / = not tested or not shown.

Values run as follows: PLCb3 inh	SMARCA2 act	ssDAF-12 act	PG9 Ab binder	hgDAF12 agonist	FXN GAA850 act	Rev-erbA mod	HGIII-sPLA2 inh	DAX1 inh-1	hcDAF-12 act	DAX1 inh-2
1) O=C(Nc1ccc2nn(-c3ccccc3)nc2c1)c1ccc2c(c1)OCO2
 : -4	-5	-1.5	-19	2.5	-0.6	23*	2	-0.4	-0.6	0.3
2) CC(=O)c1c(C)[nH]c(C(=O)OCC(=O)NCCCc2ccccc2)c1C
 : -6	-2	-1.1	0.1	-1.1	-0.3	-10	1	-2.4	-0.7	-0.1
3) CSCCC(N=C1NS(=O)(=O)c2ccccc21)C(=O)NCc1ccccc1F (stereo not drawn)
 : 0	-4	-0.5	-1.3	-1.3	-2.5	-4	1	-0.1	0.4	-0.7
4) N#Cc1nc(Cc2ccccc2)oc1N1CCC(C(N)=O)CC1
 : -2	0	-0.8	-0.3	0.1	0.1	-5	4	0.6	-0.9	0.1
5) COc1ccccc1C(=O)NC(CCSC)C(=O)NCCCn1nc(C)cc1C (stereo not drawn)
 : 1	-3	-1.5	-1.2	0.8	-1.1	-9	5	2.6	-1.4	-0.3
6) CC1(C)CC2CC(C)(CN2C(=O)COC(=O)Cn2[nH]c(=O)c3ccccc3c2=O)C1 (stereo not drawn)
 : 1	-2	-1.2	0.6	1.9	-3.2	3	-4	-0.3	-0.7	0.4
7) CC1CCCC(NC(=O)CCNC(=O)c2ccccc2Cl)C1C (stereo not drawn)
 : -4	-6	-1.5	1.7	-1.0	1.1	-3	12	0.9	0.3	2.0
8) Cc1cc(NC(=O)/C=C/c2ccccc2Cl)n(-c2nc3ccccc3[nH]2)n1
 : 4	-2	-1.8	-0.1	0.8	2.3	3	9	0.1	0.2	1.9
9) COc1ccc2[nH]c(=O)c(-c3noc(-c4ccccc4)n3)cc2c1
 : -209	3	-0.7	5.6	6.1	3.6	-10	4	0.2	1.6	1.2
10) CC1=CS(=O)(=O)CC1SC(=S)N(C)C1CCS(=O)(=O)C1 (stereo not drawn)
 : 7	-3	-1.4	-3.0	2.2	-0.8	2	-1	0.0	-1.3	1.2
11) Cc1cc(C(=O)OCC(=O)NC2CCC(C)CC2)c(C)o1 (stereo not drawn)
 : -2	1	-1.2	-0.9	-2.2	0.4	-5	6	0.6	-0.6	0.6
12) Cc1ccc(C(=O)CSc2nnc(COc3cccc(C)c3)o2)cc1
 : 5	1	-0.8	-1.5	-2.2	-0.6	0	-51	-1.3	-0.4	-1.0
13) O=C(Nc1nncs1)c1cccnc1Cl
 : 3	3	-1.2	-1.4	1.5	-2.5	1	5	0.2	1.5	-1.5
14) O=C(c1cc(Cl)cc(Cl)c1)N1CCC(=O)N(C(COCc2ccccc2)Cc2ccccc2)CC1 (stereo not drawn)
 : -1	-1	-1.3	-1.2	-1.5	-1.2	2	-19	-0.2	-1.9	0.0
15) CCNc1cc(=O)n(C)c(=O)n1C
 : -3	-1	-0.9	-1.8	1.0	1.2	-2	6	0.0	-0.8	-0.8
16) CNc1nc(-c2ccc3c(c2)CCN3S(=O)(=O)c2ccccc2)c(C)s1
 : -3	0	-1.1	4.6	1.9	3.0	7	2	-1.1	-1.7	-2.1
17) COc1cc2nc(Nc3cccc(F)c3)nc(N)c2cc1OC
 : -46	1	-1.5	0.1	-2.2	1.2	-3	-6	-0.4	-2.9	0.4
18) COC(=O)c1ccccc1NC(=O)COC(=O)c1ccc(C)c(NC(=O)c2ccco2)c1
 : 2	5	-0.8	-0.8	2.6	-3.1	0	2	0.3	0.3	0.7
19) CCOc1ccccc1NC(=O)Cn1cnc2c(nnn2-c2cccc(OC)c2)c1=O
 : 0	0	-1.3	0.5	-1.8	-1.2	12	-4	-0.6	-1.3	-0.1
20) COC(C[C@@H]1O[C@H]1[C@@H](O)[C@@H](C)OCc1ccccc1)OC
 : 5	1	-1.6	-2.4	0.0	0.0	-8	7	-0.2	-1.5	-0.1
21) CCOC(=O)N1C2=NC(C(=O)OC)=C(C(=O)OC)[C@@H]3N(C)c4ccccc4[C@]23C[C@H]1C(=O)OC
 : -1	0	-1.6	1.5	0.6	-1.8	0	2	-0.2	-1.2	-0.6
22) CC(C)N(CCCNC(=O)C1CCN(S(=O)(=O)N2CCOCC2)CC1)Cc1ccccc1
 : 5	1	-1.1	-0.8	-2.3	-2.6	-2	1	0.0	0.2	1.0
23) Cc1cc(-c2ccccc2)n(-c2cc(N/N=C/c3ccccc3O)ncn2)n1
 : -31	-5	-1.4	1.5	-2.4	-7.0	4	-33	-1.5	-0.9	2.0
24) CCO[C@@H]1OC(C(=O)N2CCCCCCC2)=C[C@H](c2ccc3c(c2)OCO3)[C@H]1CCCO
 : 0	-1	-1.2	-0.9	0.5	-0.4	-5	-10	0.2	0.2	-1.2
25) CCOC(=O)c1cc(-c2cccc(C(F)(F)F)c2)nc2nc(SC)[nH]c(=O)c12
 : -138	7	-0.7	-1.0	-1.4	2.5	2	-14	0.4	-1.8	2.1
26) CSC1=NSC2=NC(=O)/C(=C\c3coc4ccccc4c3=O)C(=N)N12
 : -374	2	-1.0	-0.9	3.6	1.9	4	-48	0.8	3.9	-0.7
27) Nc1nc(COc2ccc(F)cc2Cl)nc(N2CCCCC2)n1
 : -3	-5	-2.1	0.2	-2.8	3.0	1	-6	0.0	-2.4	0.4
28) Cc1cccn2c(=O)c3cc(C(=O)NCCN4CCOCC4)c(=N)n(CCc4ccccc4)c3nc12
 : -360	11*	-1.5	1.2	3.7	2.1	-3	-14	-0.8	-1.7	-0.9
29) CC(=O)N1CCc2cc(S(=O)(=O)NCCC(=O)Nc3cccc(C)c3)ccc21
 : 2	-1	-0.9	-2.9	-2.8	-0.8	0	-1	0.0	-1.2	0.1
30) COC(=O)c1nc2cc(C)ccn2c1F
 : -7	7	-0.5	1.5	4.7	0.6	-3	2	-1.2	-0.3	0.3
31) CN(CC(=O)Nc1c(Cl)cccc1Cl)C(=O)c1cccc(S(=O)(=O)NCc2ccccc2)c1
 : 10	0	-1.0	-0.8	-1.7	-1.5	-4	-9	-1.1	0.5	-0.6
32) Cc1cc(C)n2c(SCC(=O)Nc3cc(S(=O)(=O)N(C)C)ccc3C)nnc2n1
 : 1	6	-0.8	0.3	0.2	-2.6	-1	7	-2.0	-0.1	0.1
33) COc1ccccc1NC(=O)CN(Cc1ccccc1)S(C)(=O)=O
 : 4	-3	-1.2	0.6	-2.5	0.0	6	-5	-1.0	0.3	0.9
34) O=C(CSc1nnc(-c2ccccn2)o1)Nc1ccccc1
 : -2	3	0.0	-1.7	4.6	6.6	-1	8	0.8	0.5	0.0
35) CCOc1cccc(C2C(C(=O)c3cccs3)=C(O)C(=O)N2Cc2cccnc2)c1 (stereo not drawn)
 : -1	-1	-1.9	3.5	0.4	2.7	-4	3	-0.7	-0.9	0.7
36) CCOC(=O)N1CCN(c2c(NCCc3ccccc3)c(=O)c2=O)CC1
 : 1	-3	-1.0	-1.4	-1.9	0.4	-2	-1	-1.0	1.7	-0.8
37) CN1CCC(NC(=O)c2cc(-c3cccc(Br)c3)nc3ccccc23)CC1
 : -8	-1	-0.8	4.0	2.2	-0.8	-3	-13	0.3	-1.5	0.5
38) Cc1ccc(N2C(=O)[C@@H]3C(c4cccnc4)=NO[C@@H]3C2=O)c(C)c1
 : -4	-1	-0.9	-1.0	-0.3	1.1	-3	2	-0.2	-0.2	2.8
39) OCC[C@@H]1C[C@H](O)[C@@H](O)[C@]2(OCc3cc(Cl)ccc32)O1
 : 4	-3	-1.3	-0.4	2.2	/	-4	-7	0.7	0.1	/
40) Cn1nccc1C(=O)NC1CCN(Cc2ccccc2)CC1
 : -4	1	-1.7	-0.8	-2.1	-0.3	1	7	0.1	-0.8	-0.1
41) O=c1c2ccccc2cnn1-c1ccc(Br)cc1
 : -5	5	2.1*	0.2	16*	0.8	1	1	3.9*	11*	1.6
42) CCC(=O)c1cc(Br)ccc1OCC(=O)N1CCN(S(=O)(=O)c2ccccc2)CC1
 : -6	-3	-1.8	-0.1	-4.2	-1.1	7	-2	-1.2	-2.3	-0.1
43) CCCCNC(=O)c1onc(CSc2cccc(F)c2)c1C(=O)O
 : -5	0	-1.0	0.2	0.2	1.4	-3	6	0.1	-0.1	0.4
44) Cn1cccc1C(=O)OCC(=O)NCc1cccs1
 : 5	0	-0.7	-0.6	2.2	0.5	2	3	0.2	0.3	2.3
45) C/C(=N\NC(N)=S)c1ccc(Cl)s1
 : 0	-1	-2.0	0.2	-2.7	-0.3	-5	13	-2.3	-2.9	-1.7
46) COC(=O)c1ccc(COC(=O)CNC(=O)C2CCCCC2)cc1
 : 7	-2	-0.9	1.1	-1.4	3.4	1	4	0.7	0.4	-0.3
47) CC(Sc1nnc(-c2ccccc2F)n1C1CC1)C(N)=O (stereo not drawn)
 : -4	0	-1.5	-1.4	-2.2	-0.5	-4	2	0.3	1.9	2.8
48) Cn1nnnc1SCC(=O)NC(C)(C)C
 : 4	0	-0.9	-1.3	0.3	0.2	0	5	0.6	0.8	-0.2
49) CC(=O)Nc1nnc(CCN2CCCCC2)s1
 : -86	-1	-0.2	-0.8	-2.2	0.1	0	5	-0.2	-1.2	0.7
50) OCCC1CN(Cc2ccsc2)CCN1C1CCCC1 (stereo not drawn)
 : 2	-2	-1.8	-0.5	-1.1	-2.8	-6	1	0.4	-1.0	0.2
51) O=C(NCC(F)(F)F)Nc1ncccn1
 : 1	-1	-0.7	0.3	0.1	-0.2	-7	0	0.3	-0.7	0.9
52) Cn1nc(C(F)(F)F)c2cc(NC(=O)OCC(C)(C)C)sc21
 : 1	7	-1.3	-2.5	-2.4	1.4	4	2	-0.1	-2.0	-1.4
53) S=c1[nH]nc(CCc2ccc(Cl)cc2)o1
 : -1	-1	-1.7	-0.9	-1.6	0.3	-2	16	-0.3	-0.3	1.4
54) COCCN1CCN(Cc2nc(Cc3ccc(OC)c(OC)c3)no2)CC1
 : -9	-4	-1.8	-0.5	-1.0	-0.5	-6	6	-0.4	-1.4	-1.1
55) O=C(COc1ccc2ccccc2c1)Nc1cccc2cccnc12
 : -8	-4	-1.2	-0.3	-0.8	1.5	-6	-5	0.4	-1.2	-0.7
56) c1ccc2[nH]c(CSc3ncnc4c3oc3ccccc34)nc2c1
 : -93	0	-1.7	5.8	1.1	4.7	7	-9	-1.0	-0.6	0.4
57) O=C(CSc1nc(-c2ccc(F)cc2)cs1)NCCN1C(=O)CSC1=O
 : -8	-2	-2.0	-0.5	1.6	1.5	1	-11	0.7	-0.4	-0.4
58) COc1cc2c(cc1OC)C(c1cc(C)ccc1C)CC(=O)N2 (stereo not drawn)
 : 3	2	-1.6	-1.1	-2.9	1.2	-1	5	0.0	-1.5	-0.3
59) CCOCC(=O)Nc1ccc([N+](=O)[O-])cc1C
 : 4	-1	-1.9	0.7	2.1	1.4	-1	5	-2.1	-0.5	-0.2
60) CCCCCN1C/C=C\C(c2ccc(OC)cc2)N(Cc2ccc(F)cc2)C(=O)C1 (stereo not drawn)
 : 1	1	-1.1	-0.8	-0.1	-1.0	-2	-3	-0.1	-0.5	0.0

From PubChem BioAssay
